Screening data (PubChem)
PTHR1 ag: agonists of human PTHR1 parathyroid hormone receptor; Q03431; HEK293 GP2 PTHR1 cells, GloSensor cAMP luminescence, 1 h; Potency, µM (doses to about 115 µM), for inactives: at the top dose activation, usual class: activators; actives 0.075% (n = 410,000); AID 743266; also: nearly all actives have a fitted effect of over 55% in size; some results filed as inactive show a strong effect at the top dose; inactives centre near -15; many of its hits are not listed in these tables
Target sequence (Q03431 whole entry, looked up): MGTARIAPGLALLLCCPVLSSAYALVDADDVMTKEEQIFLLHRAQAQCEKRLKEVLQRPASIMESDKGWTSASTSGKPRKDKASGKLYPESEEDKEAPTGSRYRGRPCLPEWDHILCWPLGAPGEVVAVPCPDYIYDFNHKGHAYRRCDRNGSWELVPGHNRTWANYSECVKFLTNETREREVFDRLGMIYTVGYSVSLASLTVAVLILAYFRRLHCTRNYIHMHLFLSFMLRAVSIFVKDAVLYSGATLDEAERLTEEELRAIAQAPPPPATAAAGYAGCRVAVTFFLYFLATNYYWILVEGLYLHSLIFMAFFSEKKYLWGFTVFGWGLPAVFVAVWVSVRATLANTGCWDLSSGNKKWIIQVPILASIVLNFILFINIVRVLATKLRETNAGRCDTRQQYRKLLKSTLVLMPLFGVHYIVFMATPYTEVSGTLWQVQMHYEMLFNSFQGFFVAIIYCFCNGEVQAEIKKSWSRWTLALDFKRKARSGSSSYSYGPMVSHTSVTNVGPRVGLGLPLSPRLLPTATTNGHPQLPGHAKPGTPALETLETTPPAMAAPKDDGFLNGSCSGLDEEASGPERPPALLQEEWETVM
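HEK-293-derived GP2 cells expressing PTHR1 and a GloSensor cAMP reporter, 3,000/well, plated overnight, given luciferin plus IBMX (each 0.5 mM as added) for 1 h at 37 °C, then compound for 1 h at 37 °C. Luminescence was read after 15 min at room temperature.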
TDP43 rescue: inhibitors of TDP-43 toxicity in yeast; TDP-43 expressing yeast growth rescue, BacTiter-Glo, 24 h; Potency, µM (doses to about 46.1 µM), for the others: at the highest dose growth rescue (activation), usual class: activators; actives 1.8% (n = 410,000); also: % of control where 0% means no effect; nearly all actives have a fitted effect of over 50% in size
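In this qHTS, compounds that restore growth of yeast expressing TDP-43 appear as activators. Cells (OD600=0.02, galactose medium, raffinose-pregrown) are incubated with compound 24 hr at 30 deg C and growth is quantified by BacTiter-Glo.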
FUS suppressor: FUS proteinopathy suppression in yeast; S. cerevisiae FUS-expressing, growth rescue, OD600, 24 h; Potency, µM (titrated, usually from 76.6 µM), without a hit: at the top dose growth rescue (activation), hits mostly activators; actives 0.24% (n = 390,000); AID 1347120;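 also: plate controls were DMSO vehicle for no effect and reference control for full effect; nearly all actives have a fitted effect of over 55% in size; some results filed as inactive show a strong effect at the top dose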
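Restored growth of FUS-toxic S. cerevisiae, read as 600 nm absorbance after 24 h at 30C in galactose medium (starting OD 0.005). Controls CP55940 and DMSO.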
An asterisk follows results filed as active; i = inactive; ? = inconclusive; [ ] = another dose, or the depositor's remark. Calls follow the shape of the dose curve; as a rule, active = well fitted curve in the direction sought with a large enough effect; inconclusive = small, poorly fitted or top-dose-only effect, or another doubt; inactive = no such curve, though single readings can be large; an effect the other way counts as inactive or inconclusive. Potency is read from the fitted curve at half-maximal effect. This is a subset. The share of hits here may be higher or lower than overall.

#	smiles	PTHR1 ag	TDP43 rescue	FUS suppressor
1	Cc1ccc(C(=O)Nc2nc3n(n2)C(c2ccccc2)C=C(c2ccccc2)N3)cc1 (stereo not drawn)	-24.0%	0.0%[9.22 µM]	?
2	COc1ccc(C(=O)N(Cc2ccc(N(C)C)cc2)CC2CCCO2)cc1 (stereo not drawn)	-23.6%	9.4%	-1.8%
3	CCOC(=O)Cc1ccc(NC(=O)Nc2cccc(OCc3cc(=O)n4cc(C)ccc4n3)c2)cc1	i	5.3%	-18.2%
4	COc1ccc2c(CNC3CCCCCC3)c(C(=O)O)n(Cc3ccccc3F)c2c1	i	22.2%	20.8%
5	COc1ccc(C(=O)NCC(c2cccnc2)N2CCc3ccccc32)cc1 (stereo not drawn)	-49.9%[inhibitor]	-30.3%[inhibitor]	-46.2%
6	COc1cc(OC)c(NC(=O)C(C)n2nc(-c3ccc(C)cc3)c3c(c2=O)CCCC3)cc1Cl (stereo not drawn)	-8.4%	0.0%	?
7	Cc1cn2c(=O)cc(COC(=O)c3ccc(NC(=O)c4ccc(C(C)(C)C)cc4)cc3)nc2s1	-19.7%	14.0%	-2.5%
8	Cc1ccc(-n2ncc(C(=O)N(C)Cc3ccccc3)c2-n2cccc2)cc1	-46.1%[inhibitor]	20.9%	37.3%
9	Cc1ccc(NC(=O)N2CCN(c3nnc(C)c4c(C)n(-c5ccccc5)nc34)CC2)c(Cl)c1	-40.6%	0.9%	-10.4%
10	CCN1CCN(C(=O)c2ccc3c(c2)N(Cc2ccc(Cl)cc2)C(=O)c2ccccc2S3(=O)=O)CC1	-20.7%	10.7%	21.0%
11	Cc1ccc(NC(=O)c2oc3ccc(S(=O)(=O)N4CCCCC4)cc3c2C)cc1C	-28.6%	9.9%	-10.8%
12	CCN1CCN(c2ncnc3c2cnn3-c2ccc(C)c(Cl)c2)CC1	-24.3%	-4.8%	-14.6%
13	CCOc1ccc(C(=O)N2CC(=O)Nc3ccc(C)cc3C2c2ccc(F)cc2)cc1OCC (stereo not drawn)	-43.7%[inhibitor]	-6.9%	3.4%
14	CC1=C(C(=O)NCc2cccc(Cl)c2)C2(CCCCCC2)OC1=O	?	17.3%	-40.0%
15	COC(=O)c1ccc(Cl)cc1NC(=O)N1CC=C(c2c[nH]c3ccccc23)CC1	i	7.3%	40.3%
16	COc1cc(NC(=O)CSc2nc(-c3ccc(C)cc3)nc3c2Cc2ccccc2O3)cc(OC)c1	-10.7%	15.8%	16.9%
17	Cc1c(Cl)cccc1NC(=O)c1cc2sccc2n1Cc1ccc(F)cc1	i	7.1%	-18.9%
18	COc1ccccc1CNC(=O)CCn1c(=O)c2ccccc2n(CC(=O)Nc2cccc(Cl)c2)c1=O	i	-3.0%	29.2%
19	CC(=O)c1cccc(-n2c(=O)c3c4c(sc3n(Cc3ccccc3Cl)c2=O)CN(C(C)=O)CC4)c1	-23.0%	-10.6%	14.1%
20	CCOC(=O)c1c(NC(=O)c2cc3nc(-c4ccc(OC)cc4)cc(C(F)(F)F)n3n2)sc(C)c1C	-15.3%	-15.8%	8.6%
21	Cc1ccc(NC(=O)CN2CCN(c3ccccc3F)CC2)cc1F	-1.5%	3.8%	-24.0%
22	CC(C)COc1cccc(C(=O)Nc2ccc(-c3nc4ncccc4o3)cc2)c1	i	20.8%	9.1%
23	COc1ccc(C(=O)Nc2ccccc2SCc2cc(=O)c3cccc(C)c3[nH]2)cc1	-34.7%[inhibitor]	10.1%	-12.5%
24	COc1ccc(C2(CNC(=O)C(=O)Nc3ccccc3C)CCCC2)cc1OC	i	17.3%	41.2%
25	Cc1ccc(S(=O)(=O)c2nc(-c3ccco3)oc2SCc2ccccc2Cl)cc1	i	3.9%	19.5%
26	COc1cccc(NC(=O)CCc2nnc3n(CC(C)C)c(=O)c4ccccc4n23)c1	i	18.8%	4.8%
27	Cc1ccc2nc(Cl)c3cc(C(=O)N4CCCCC4C)sc3c2c1 (stereo not drawn)	i	23.0%	-18.3%
28	CCc1ccc(C2=C(C)C(N3CCC(C(=O)NCc4ccccc4)CC3)=NS2(=O)=O)cc1	-20.8%	22.2%	-5.0%
29	O=C(NC1CC(=O)N(c2ccc(F)cc2)C1)c1ccc(S(=O)(=O)N2CCOCC2)cc1 (stereo not drawn)	i	7.3%	35.7%
30	CCCC(=O)Nc1cccc(-c2nc3cc(C)c(C)cc3o2)c1C	-27.9%	?	3.8%
31	CCN(CC)C(=O)c1sc2c(c1C)c(=O)n(-c1ccc(Cl)c(Cl)c1)c(=O)n2Cc1cc(=O)n2c(C)cccc2n1	18.5%	-19.7%	0.3%
32	O=C(CSc1oc(-c2ccco2)nc1S(=O)(=O)c1ccc(Cl)cc1)c1ccc(Cl)cc1	-31.5%[inhibitor]	3.5%	?
33	O=C(NC1CC(=O)N(c2ccc(Cl)cc2)C1)C(=O)c1c[nH]c2ccccc12 (stereo not drawn)	-17.7%	19.9%	1.7%
34	CC(=O)Nc1ccc(S(=O)(=O)NCCc2cn3ccsc3n2)cc1	-17.2%	11.4%	-3.1%
35	CC(C)C(=O)NC1CC(=O)N(c2ccc3c(c2)OCCO3)C1 (stereo not drawn)	?	-16.0%	2.1%
36	COc1ccc(C2C(C(=O)Nc3ccc(C)cc3C)=C(C)Nc3nc(SCc4cccc(C)c4)nn32)c(OC)c1 (stereo not drawn)	-18.1%	-1.8%	-34.8%
37	COc1cccc(NC(=O)N2CCC(CN3CCOCC3)CC2)c1	-6.8%	-8.5%	-15.1%
38	CCc1ccc(-n2c(=O)c3cccnc3n2CC(=O)Nc2cc(OC)ccc2OC)cc1	-16.6%	0.0%	-7.1%
39	Cc1cccc2sc(N3CCN(C(=O)CS(=O)(=O)c4ccc(F)cc4)CC3)nc12	-32.9%[inhibitor]	12.6µM*	30.7%
40	Fc1ccc(-c2cc(-c3ccccc3)c3c(n2)-c2cc(F)ccc2OC3)cc1	-18.7%	-9.0%	3.8%

Laid out differently: entries from further up.
#11 Cc1ccc(NC(=O)c2oc3ccc(S(=O)(=O)N4CCCCC4)cc3c2C)cc1C
  PTHR1 ag = -28.6%	TDP43 rescue = 9.9%	FUS suppressor = -10.8%
#12 CCN1CCN(c2ncnc3c2cnn3-c2ccc(C)c(Cl)c2)CC1
  PTHR1 ag = -24.3%	TDP43 rescue = -4.8%	FUS suppressor = -14.6%

Next entries follow:
#	smiles	PTHR1 ag	TDP43 rescue	FUS suppressor
41	CCOC(=O)c1ccc(NC(=O)c2nc(SCc3ccccc3F)ncc2Cl)cc1	i	-3.8%	-9.9%
42	Cc1ccc(CCNC(=O)c2ccc(CSc3nc4ccncc4n3Cc3ccc(F)cc3)cc2)cc1	-44.2%[inhibitor]	13.3%	?
43	CCOc1ccc(NC(=O)CN(c2ccc(CC)cc2)S(=O)(=O)c2c(C)noc2C)cc1	-23.9%	13.8%	40.2%
44	O=C(NCc1ccccc1F)c1cccc(NC(=O)N2CCSc3ncccc32)c1	-15.2%	10.6%	-8.7%
45	Cc1ccc2c(=O)cc(C(=O)Nc3sc4c(c3C(=O)NCC3CCCO3)CCCC4)oc2c1C (stereo not drawn)	i	19.3%	-27.2%
46	CCCN1CCN(CCCNC(=O)c2ccc3c(c2)sc2nc(-c4ccc(C)cc4)cn23)CC1	-88.3%[inhibitor]	-47.5%[inhibitor]	-4.9%
47	COc1cc(NC(=O)CCS(=O)(=O)c2ccc(Br)cc2)cc(OC)c1	-12.5%	31.9%	-15.6%
48	COc1ccc(CNC(=O)Cc2c(C)c3c(cc(C)c4c(C)coc43)oc2=O)cc1OC	i	14.1%	-18.5%
49	NC(=O)CSc1nc2ccc(NC(=O)COc3ccccc3)cc2s1	-33.6%[inhibitor]	4.2%	8.1%
50	O=C(CSc1nc2sc3c(c2c(=O)[nH]1)CCCC3)Nc1ccccc1F	i	18.0%	21.2%
51	CCOC(=O)c1ccccc1NC(=O)N1CC(C)Oc2ccc(C)cc21 (stereo not drawn)	i	-35.2%[inhibitor]	28.5%
52	Cc1ccc(Cl)cc1NC(=O)C1CCN(c2nnc(C)c3c(C)n(-c4ccccc4)nc23)CC1	i	0.2%	-0.7%
53	O=C(c1ccc(CSc2nc3ccncc3n2Cc2ccccc2F)cc1)N1CCCCCC1	-80.5%[inhibitor]	-3.9%	2.0%
54	CCN1CCN(CCCNC(=O)Cn2c(-c3cccs3)cc3ccccc32)CC1	1.8%	17.2%	8.4%
55	CCOc1ccc(-c2nc3c(c(SCC(=O)Nc4ccccc4C)n2)Cc2ccccc2O3)cc1	10.5%	1.4%	-5.6%
56	CCOC(=O)c1ccc(N2C(=O)c3n[nH]c(-c4cccs4)c3C2c2cccc(OC)c2)cc1 (stereo not drawn)	-9.5%	4.3%	?
57	CC1CN(C(=O)N2CCC(C(=O)NCc3cccs3)CC2)c2ccccc2O1 (stereo not drawn)	-2.5%	26.7%	-11.7%
58	CCS(=O)(=O)c1nc(S(=O)(=O)c2ccc(Cl)cc2)c(NCc2ccc(Cl)cc2)s1	-21.9%	7.1%	-18.2%
59	Cc1cccc(C(=O)NCc2nc3ccccc3n2Cc2ccccc2Cl)c1	-22.3%	0.0%	22.3%
60	O=C(Nc1ccc2oc(-c3ccc4ccccc4c3)nc2c1)c1cccc(Cl)c1Cl	-16.8%	28.4%	8.2%
61	COc1ccc(C(=O)Oc2cc(-c3ccc(OC)c(OC)c3)cc(=O)c3c(C)oc(C)c23)cc1	-24.7%	11.3%	?
62	Cc1oc(-c2ccccc2F)nc1CS(=O)(=O)CC(=O)NCCc1ccc(Cl)cc1	-66.0%[inhibitor]	-18.8%	6.5%
63	CCCCNC(=O)C1CCN(c2nc3ccccc3nc2C(F)(F)F)CC1	-21.1%	-5.4%	-13.2%
64	COc1ccc(NC(=O)c2oc3ccccc3c2NC(=O)C23CC4CC(CC(C4)C2)C3)c(OC)c1	-12.1%	25.1%	-22.7%
65	COCCCNC(=O)N1[C@H](c2cccs2)[C@@H](C)C(=O)[C@@H](C)[C@@H]1c1cccs1	-24.9%	24.3%[9.22 µM]	6.3%
66	Cc1ccc(CNC(=O)Cc2c(C)c3c(cc(C)c4c(C)coc43)oc2=O)cc1	15.8µM*	1.4%	-20.4%
67	COc1ccccc1N1CCN(C(=O)CCc2nnc3n(C)c(=O)c4sccc4n23)CC1	17.0%	-6.0%	6.3%
68	Cn1cnnc1SCC(=O)Nc1cc(C(=O)O)cc(C(=O)O)c1	-22.3%	0.9%[9.22 µM]	-14.0%
69	COc1ccc2c(c1)CC(C(=O)NCCc1ccc(S(N)(=O)=O)cc1)CO2 (stereo not drawn)	-14.0%	0.0%[9.22 µM]	-10.4%
70	CCCC(=O)NCCc1nc2ccccc2n1Cc1c(F)cccc1Cl	-21.3%	1.1%	-17.7%
71	CCc1nn(-c2ccccc2)c2nc(-c3ccccc3OC)c3cc(OC)c(OC)cc3c12	-14.4%	7.3%	10.0%
72	Cc1ccc(CSc2nc3c([nH]c4ccccc43)c(=O)n2C)cc1	i	0.7%	-4.2%
73	Cc1cc(C)cc(NC(=O)N2CCC(N3CCN(Cc4ccccc4)C(=O)C3=O)CC2)c1	i	4.9%	?
74	COc1ccc(NC(=O)CN2CCCN(Cc3ccc(Cl)cc3)S2(=O)=O)cc1Cl	-17.6%	21.8%	17.0%
75	COc1ccc(C2=CC(c3ccccc3Cl)n3nc(-c4ccc(C)cc4)nc3N2)cc1 (stereo not drawn)	i	4.8%	40.8%
76	COc1cccc(C(=O)c2cn(CC(=O)NCc3ccccc3Cl)c3nc(C)ccc3c2=O)c1	i	7.5%	2.7%
77	CCOC(=O)c1ccccc1NC(=O)COC(=O)CC(C)(C)CC1=NS(=O)(=O)c2ccccc2N1	-39.0%[inhibitor]	-8.4%	?
78	COc1ccc(CCNc2nc(SCc3ccccc3F)nc3ccccc23)cc1OC	-7.7%	-0.5%	1.8%
79	COc1ccc(NC(=O)C(=O)Nc2ccc3nc4n(c(=O)c3c2)CCCCC4)c(OC)c1	8.7%	6.5%	0.5%
80	CC1CCCCN1S(=O)(=O)c1cc2c(=O)nc3ccccn3c2cc1Cl (stereo not drawn)	-18.7%	23.4%	-1.1%
81	O=C(NCCc1csc(-c2cccc(F)c2)n1)c1cccs1	-0.4%	15.8µM*	20.9%
82	O=C(CN1C(=O)COc2ccc(S(=O)(=O)NC3CCCC3)cc21)Nc1ccc(Cl)cc1F	-1.1%	-3.7%	-7.2%
83	CCOC(=O)c1ccc(NC(=O)N2CCOc3ccccc32)cc1	-0.2%	?	-31.5%
